Bioassay records (PubChem)
14-3-3 PPI – modulators of 14-3-3 gamma protein binding, primary screen, biochemical, fluorescence polarization; 14-3-3 protein gamma (Homo sapiens), P61981; FP, 14-3-3gamma / TMR-pS259-Raf peptide binding; inhibition, % at 40 µM; 0.19% of 160,000 active; in the data active = inhibition above about 30%;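 note: 0% = protein plus tracer without compound and 100% = blank with tracer alone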
Target sequence (P61981 whole entry, looked up): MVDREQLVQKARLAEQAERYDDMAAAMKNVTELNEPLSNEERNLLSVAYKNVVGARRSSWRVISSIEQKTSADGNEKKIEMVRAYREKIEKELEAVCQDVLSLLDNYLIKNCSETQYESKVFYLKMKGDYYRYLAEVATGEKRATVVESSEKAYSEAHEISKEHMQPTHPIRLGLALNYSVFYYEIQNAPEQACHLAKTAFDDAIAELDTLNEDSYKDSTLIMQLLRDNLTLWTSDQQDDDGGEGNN
The depositor's hits bear a star; & = joins results of further samples. A portion of the library. The share of hits here may be higher or lower than overall.

Screening CC(C)C[C@H](N)c1nnc(S(=O)(=O)Cc2cccc(F)c2)o1 returned 14-3-3 PPI -3.
O=C(c1ccccc1)N1CCC(C(=O)N2CCN(Cc3ccccc3)CC2)CC1 was read as 14-3-3 PPI -8.
Screening CCOc1ccc(NC(=O)C2CCCN(S(=O)(=O)c3cccs3)C2)cc1 (centres undefined) returned 14-3-3 PPI -10.
`COc1ccc(OC)c(C2C3=C(CCCC3=O)Nc3c2c(=O)n(C)c(=O)n3C)c1` (centres undefined) gave 14-3-3 PPI 0&3.
For Cc1cc(C)nc(N2CCC(C(=O)NCc3cccc(C(F)(F)F)c3)CC2)n1 the results were 14-3-3 PPI 3.
`CC(=O)Nc1c(C(=O)C2CC2)oc2ccc(Br)cc12` gave 14-3-3 PPI 5.
Screening CCN(CC)CCn1c2ccccc2n2cc(C)nc12 returned 14-3-3 PPI 3.
For COc1cc(C2Nc3ccccc3NC3=C2C(=O)CC(c2ccc(Cl)cc2)C3)cc(Br)c1O (centres undefined) the results were 14-3-3 PPI -15.
CCOc1ccc(OCC)c(NC(=O)C2CCCN(S(=O)(=O)c3c(C)n[nH]c3C)C2)c1 (centres undefined) was read as 14-3-3 PPI 0.
For O=C(CC1(C(F)(F)F)NCCN1)c1ccco1 the results were 14-3-3 PPI -1.
For CC(=O)NC(NCCC12CC3CC(CC(C3)C1)C2)(C(F)(F)F)C(F)(F)F the results were 14-3-3 PPI -3.
CCSCCOC(=O)C1=C(C)NC(=O)NC1c1cccc(OC)c1OC (centres undefined) was read as 14-3-3 PPI 0&2.
For C(=Nc1ccccc1)c1ccc(-c2cccs2)s1 the results were 14-3-3 PPI -20.
`COc1ccc(C2C(C(=O)Nc3ccccc3F)=C(C)NC3=C2C(=O)CCC3)cc1OC` (centres undefined) gave 14-3-3 PPI 3.
CCOc1ccc2nc(SCC(=O)c3ccc(F)cc3)sc2c1 was read as 14-3-3 PPI 0.
Screening CCC(=O)Nc1ccc(Cl)c(NC(=O)C(C)C)c1 returned 14-3-3 PPI -1.
For COc1cccc2cc(-c3csc(NC(=O)CCC(=O)N4CCOCC4)n3)c(=O)oc12 the results were 14-3-3 PPI -25.
C=C(C)Cn1c(-c2ccc(N)cc2)nc2ccccc21 was read as 14-3-3 PPI -30.
`COc1ccccc1C(=O)NCc1ccncc1` gave 14-3-3 PPI -8.
CCOC(=O)c1sc2ncnc(Nc3ccc(Cl)cc3)c2c1C was read as 14-3-3 PPI -9.
`O=C(Nc1c2c(nn1-c1ccc([N+](=O)[O-])cc1)CS(=O)(=O)C2)c1ccc(Cl)c([N+](=O)[O-])c1` gave 14-3-3 PPI -1.
O=C(OCc1ccc([N+](=O)[O-])cc1)C1CC(=O)N(c2ccc(Br)cc2)C1 (centres undefined) was read as 14-3-3 PPI -11.
Screening Cc1ccc(-n2ncc(C#N)c2/N=C/N(C)C)cc1 returned 14-3-3 PPI 2.
Screening CCOC(=O)C1C(C)N=C2SCC(=O)N2C1c1cccc(Br)c1 (centres undefined) returned 14-3-3 PPI -19.
For Cc1ccc(Cl)cc1N1CCN(C(=O)c2ccc3c(=O)n(CCc4ccccc4)c(=O)[nH]c3c2)CC1 the results were 14-3-3 PPI -5.
For N#CCCN(C(=O)c1cc(Cl)ccc1NS(=O)(=O)c1cccc2nsnc12)C1CCCCC1 the results were 14-3-3 PPI 1.
For Cc1nnc(SCc2ccc(C(=O)c3ccc(Cl)cc3)o2)n1-c1ccccc1 the results were 14-3-3 PPI -7.
For Cn1c(-c2ccccc2O)[n+](C)c2ccccc21 the results were 14-3-3 PPI 1.
Screening CCOC(=O)Nc1c(C)n(C)n(-c2ccccc2)c1=O returned 14-3-3 PPI -2.
For CN(C)C(C(=O)Nc1ccc2c(c1)OCO2)c1ccccc1 (centres undefined) the results were 14-3-3 PPI -16.
For Cc1ccc(C2C(C(=O)c3ccco3)=C(O)C(=O)N2CCCN(C)C)o1 (centres undefined) the results were 14-3-3 PPI -2.
`CC1CN(Cc2nc3c(c(=O)[nH]c(=O)n3C)n2CCN2CCOCC2)CC(C)O1` (centres undefined) gave 14-3-3 PPI -4.
For Cc1c(NC(=O)C2CCN(S(=O)(=O)c3ccccc3)CC2)c(=O)n(-c2ccccc2)n1C the results were 14-3-3 PPI 1.
`CN(C)c1ccc(CNC(=O)CN(C)S(=O)(=O)c2cccc3cccnc23)cc1` gave 14-3-3 PPI -3.
Screening CC1CN(S(=O)(=O)c2ccc(C(=O)Nc3nc(-c4cccc([N+](=O)[O-])c4)cs3)cc2)CC(C)O1 (centres undefined) returned 14-3-3 PPI -5.
Screening O=C(NCC(c1cccnc1)N1CCOCC1)Nc1ccccc1 (centres undefined) returned 14-3-3 PPI -10.
CCC(=O)N1CCc2cc(S(=O)(=O)CCC(=O)Nc3ccccc3F)ccc21 was read as 14-3-3 PPI 5.
For CCC(CC)C(=O)N1CCCN(C(=O)C(CC)CC)CC1 the results were 14-3-3 PPI 4.
For COc1ccc(C2CC(=O)c3cnc(NC(=O)c4ccccc4)nc3C2)cc1OC (centres undefined) the results were 14-3-3 PPI 6.
Screening COC(=O)C1=C(NC(=O)c2cccs2)CCS1 returned 14-3-3 PPI -4.

Gathered by group, the compounds so far with a cyano group
Screening Cc1ccc(-n2ncc(C#N)c2/N=C/N(C)C)cc1 returned 14-3-3 PPI 2.
For N#CCCN(C(=O)c1cc(Cl)ccc1NS(=O)(=O)c1cccc2nsnc12)C1CCCCC1 the results were 14-3-3 PPI 1.

New compounds follow:
`Cc1ccc(-c2csc(N(CC3CCCO3)C(=O)c3ccco3)n2)cc1` (centres undefined) gave 14-3-3 PPI -5.
O=C(NC1CCCC1)C(c1cccs1)N(C(=O)c1ccco1)c1ccc2c(c1)OCCO2 (centres undefined) was read as 14-3-3 PPI 4.
For COc1cc(N)cc2sc(N)nc12 the results were 14-3-3 PPI -7.
Screening CCC(=O)Nc1nc(C)c(-c2csc(Nc3cccc(Cl)c3C)n2)s1 returned 14-3-3 PPI -2.
`CCCC(=O)Nc1ccc(C(=O)O)cc1NC(=O)CCC` gave 14-3-3 PPI 1.
O=C(CSc1nc2ccccc2c(=O)n1CC1CCCCC1)N1CCOCC1 was read as 14-3-3 PPI -1.
Screening CCN1CCN(c2ccc(NC(=O)c3ccc4c(c3)OCO4)cc2)CC1 returned 14-3-3 PPI 2.
For COC(=O)C1=C(C(=O)OC)SC2(S1)C(C(=O)OC)=C(C(=O)OC)SC1=C2c2ccccc2N(C)C1(C)C the results were 14-3-3 PPI 3.
For CC(=O)Nc1cc(C(=O)NCCC2=CCCCC2)ccc1Sc1ccc(F)cc1 the results were 14-3-3 PPI -14.
`COC(=O)c1ccc(C(=O)OC)c(NC(=O)c2c(-c3ccccc3)noc2C)c1` gave 14-3-3 PPI -53.
Cc1ccccc1NS(=O)(=O)c1ccc2[nH]cc(C(=O)N(C)Cc3ccccc3)c(=O)c2c1 was read as 14-3-3 PPI -23.
COCCOC(=O)C1=C(C)NC(=O)N(C(C)=O)C1c1ccc(Cl)cc1 (centres undefined) was read as 14-3-3 PPI 0&-4.
Screening CN(c1ccccc1C(=O)N1CCN(c2cccc(Cl)c2)CC1)S(C)(=O)=O returned 14-3-3 PPI 7.
For Cc1ccc(S(=O)(=O)NC(=O)Nc2ccc(-c3nc4ccc(C)cc4s3)cc2)cc1 the results were 14-3-3 PPI -26.
Screening CCOC(=O)C1=CN(C)C=C(C(=O)OCC)C1c1ccccc1Cl returned 14-3-3 PPI 6.
`CCn1ncc(Br)c1C(=O)Nc1sc2c(c1C(N)=O)CCCC2` gave 14-3-3 PPI -10.
For O=C(CSc1nccn1-c1ccc(F)cc1)Nc1cc(C(F)(F)F)ccc1Cl the results were 14-3-3 PPI -34.
`COc1cccc(-c2nn(C)c3sc(C(=O)N4CCN(c5cc(C)ccc5C)CC4)cc23)c1` gave 14-3-3 PPI 5.
Screening CCCOc1ccc(C(=O)NCc2ccco2)cc1 returned 14-3-3 PPI 8.
Screening COc1cccc(C=Nc2ccc(S(=O)(=O)Nc3ccccn3)cc2)c1O returned 14-3-3 PPI 2.
COCCCn1c(SCC(=O)NC(C)C)nnc1-c1ccccc1 was read as 14-3-3 PPI -8.
CC(=O)N=C1SC2CS(=O)(=O)CC2N1c1cccc(Cl)c1Cl (centres undefined) was read as 14-3-3 PPI 0.
For Cc1ccc(-n2cnnn2)c2cccnc12 the results were 14-3-3 PPI 1.
Cc1cccc(-n2c(=O)cc(N3CCN(c4ccc(F)cc4)CC3)[nH]c2=O)c1 was read as 14-3-3 PPI 0.
CCSCCOC(=O)C1=C(C)NC2=C(C(=O)CC(c3ccccc3Cl)C2)C1c1ccc(F)cc1 (centres undefined) was read as 14-3-3 PPI 1.
Screening CCN1C(=O)C(CC(=O)Nc2ccc(C(=O)OC)cc2)N(Cc2ccc(Cl)cc2)C1=S (centres undefined) returned 14-3-3 PPI -8.
For O=C(CN1C(=O)CSc2ccc(S(=O)(=O)N3CCCCC3)cc21)NCc1cccs1 the results were 14-3-3 PPI -2.
For CC(=O)Nc1ccc(Oc2ccc3c(c2)C(=O)N(c2ccccc2C)C3=O)cc1 the results were 14-3-3 PPI -9.
COc1ccc2c(c1)CCc1c(C(=O)NCc3ccc(F)cc3)noc1-2 was read as 14-3-3 PPI 0.
COc1ccc(C(c2ccc(C)s2)c2ccc(C)s2)cc1 was read as 14-3-3 PPI 3.
Screening O=C(Cn1cc2c(n1)CCCC2)NCc1cccc(Cl)c1 returned 14-3-3 PPI 5.
O=S(=O)(c1ccccc1)c1nc(-c2ccco2)oc1SCc1ccccc1F was read as 14-3-3 PPI -67.
For CC1CCCC(n2c(=S)[nH]c3ccc(Cl)cc3c2=O)C1C (centres undefined) the results were 14-3-3 PPI -3.
`Cc1ccc(C(=O)Nc2nc3ccc([N+](=O)[O-])cc3s2)cc1C` gave 14-3-3 PPI -2.
`COc1cccc(NC(=O)CNC(=O)c2ccc(F)cc2)c1` gave 14-3-3 PPI -4.
For Cc1c(C(=O)N2CCN=C2SCc2ccccc2)cccc1[N+](=O)[O-] the results were 14-3-3 PPI -1.
For COc1ccccc1OCCn1c(SCc2nc3ccccc3[nH]2)nc2ccccc21 the results were 14-3-3 PPI -16.
For COc1ccc(-c2cn3c(C)c(C(=O)NCc4ccc5c(c4)OCO5)sc3n2)cc1 the results were 14-3-3 PPI -6.
For CC1CCCN(Cc2nc3c(c(=O)n(C)c(=O)n3C)n2Cc2c(F)cccc2Cl)C1 (centres undefined) the results were 14-3-3 PPI -5.
Screening Cc1cc(C)c(C#N)c(SCSc2ccccc2)n1 returned 14-3-3 PPI 1.
`CC1CCCCN1C(=O)CSCC(=O)Nc1nc(-c2cccs2)cs1` (centres undefined) gave 14-3-3 PPI -3.
CCOc1ccc(C(=O)Nc2cccc(-c3nc4ccccc4s3)c2)cc1Br was read as 14-3-3 PPI -22.
Screening COc1ccc(Cc2cnc(NC(C)=O)s2)cc1 returned 14-3-3 PPI -5.
Cc1ccc(C(=O)NC2CC3CCCC(C2)N3C(=O)NC2CCCCC2)cc1 (centres undefined) was read as 14-3-3 PPI 12.
For Cc1cc(C)cc(OCC(=O)Nc2nonc2NC(=O)COc2cc(C)cc(C)c2)c1 the results were 14-3-3 PPI -19.
Screening CCC(C)Sc1nc2c([nH]c3ccccc32)c(=O)n1-c1ccccc1 (centres undefined) returned 14-3-3 PPI -1.
For CCCCN(C)C(=O)CS(=O)(=O)Cc1nc(-c2cccc(OC)c2)oc1C the results were 14-3-3 PPI -3.
`CCN(CC)c1ccc(Nc2cc(C)c(C#N)c3nc4ccccc4n23)cc1` gave 14-3-3 PPI -55.
Cc1nn(-c2ccccc2)c(-c2ccccc2)c1C(=O)O was read as 14-3-3 PPI -1.
`COc1ccc(NC(=O)c2ccncc2)c([N+](=O)[O-])c1` gave 14-3-3 PPI 4.
`O=C(c1ccc2c(=O)n(Cc3ccc(Cl)cc3)c(=S)[nH]c2c1)N1CCOCC1` gave 14-3-3 PPI -8.
Screening Cn1cc(CC(=O)Nc2cccc(C#N)c2)c2ccccc21 returned 14-3-3 PPI -5.
`CSc1ccccc1NC(=O)c1c(Br)cnn1C` gave 14-3-3 PPI -3&-4.
COCCNC(=O)c1noc2c1CCc1cc(OC)ccc1-2 was read as 14-3-3 PPI -5.
CCN(Cc1ccccc1)S(=O)(=O)c1cc(C(=O)Nc2cccc(Cl)c2)ccc1F was read as 14-3-3 PPI -10.
CN1CCc2c(sc3c2C(=O)NC(c2cc4c(cc2[N+](=O)[O-])OCO4)N3)C1 (centres undefined) was read as 14-3-3 PPI -8.
COc1ccccc1-n1c(SC)nc2c(c1=O)C1(CCCCC1)Cc1ccccc1-2 was read as 14-3-3 PPI -4.

Of the compounds above, twelve contain an aryl thioether with sulfur outside any ring.
CCOc1ccc2nc(SCC(=O)c3ccc(F)cc3)sc2c1 was read as 14-3-3 PPI 0.
For Cc1nnc(SCc2ccc(C(=O)c3ccc(Cl)cc3)o2)n1-c1ccccc1 the results were 14-3-3 PPI -7.
O=C(CSc1nc2ccccc2c(=O)n1CC1CCCCC1)N1CCOCC1 was read as 14-3-3 PPI -1.
For CC(=O)Nc1cc(C(=O)NCCC2=CCCCC2)ccc1Sc1ccc(F)cc1 the results were 14-3-3 PPI -14.
For O=C(CSc1nccn1-c1ccc(F)cc1)Nc1cc(C(F)(F)F)ccc1Cl the results were 14-3-3 PPI -34.
COCCCn1c(SCC(=O)NC(C)C)nnc1-c1ccccc1 was read as 14-3-3 PPI -8.
O=S(=O)(c1ccccc1)c1nc(-c2ccco2)oc1SCc1ccccc1F was read as 14-3-3 PPI -67.
For COc1ccccc1OCCn1c(SCc2nc3ccccc3[nH]2)nc2ccccc21 the results were 14-3-3 PPI -16.
Screening Cc1cc(C)c(C#N)c(SCSc2ccccc2)n1 returned 14-3-3 PPI 1.
Screening CCC(C)Sc1nc2c([nH]c3ccccc32)c(=O)n1-c1ccccc1 (centres undefined) returned 14-3-3 PPI -1.
`CSc1ccccc1NC(=O)c1c(Br)cnn1C` gave 14-3-3 PPI -3&-4.
COc1ccccc1-n1c(SC)nc2c(c1=O)C1(CCCCC1)Cc1ccccc1-2 was read as 14-3-3 PPI -4.
